M1 ag = human M1 muscarinic receptor agonism; CHO-K1 hM1, Fluo-8 calcium fluorescence, agonist mode; 0% DMSO, 100% acetylcholine EC100; P11229; activation, % at 3 µM; 360,000 tested, 0.33% active;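 active = activation above the run's mean compound activation plus 3 SD, cut at about 16% in these data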;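 also: peak over basal fluorescence ratio within a 140 s kinetic read after compound addition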
Target sequence (P11229 whole entry, looked up): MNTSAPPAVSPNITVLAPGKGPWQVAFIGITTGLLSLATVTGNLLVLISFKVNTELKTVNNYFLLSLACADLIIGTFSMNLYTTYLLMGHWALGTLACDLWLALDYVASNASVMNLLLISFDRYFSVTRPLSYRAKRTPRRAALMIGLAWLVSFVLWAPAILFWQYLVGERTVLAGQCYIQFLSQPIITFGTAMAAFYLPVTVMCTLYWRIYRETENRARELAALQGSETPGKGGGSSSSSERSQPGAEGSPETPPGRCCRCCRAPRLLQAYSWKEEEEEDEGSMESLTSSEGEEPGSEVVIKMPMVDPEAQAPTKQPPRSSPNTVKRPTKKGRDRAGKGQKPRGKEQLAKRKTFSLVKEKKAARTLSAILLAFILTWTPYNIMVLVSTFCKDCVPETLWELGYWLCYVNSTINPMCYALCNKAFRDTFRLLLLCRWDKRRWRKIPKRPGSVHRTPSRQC
TAAR1 antagonist = human TAAR1 antagonism. CHO RD-HGA16 TAAR1, Fluo-8 calcium fluorescence, antagonist. 360,000 tested, 1.5% active. inhibition, % at 3 µM. AID 624466. Q96RJ0;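 active = inhibition above a per-plate cutoff, the mean inhibition of test compounds on that plate plus 3 SD, cut at about 49% in these data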;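 also: 0% = DMSO plus EC80 beta-PEA response and 100% = DMSO alone without agonist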
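Test system: CHO RD-HGA16 cells bearing hTAAR1 | Reagent: β-PEA, EC80 | Compound dosing: 3 µM, single point | Schedule: Dye loading 75 min at 37 °C, then 30 min room temperature | Signal: Calcium fluorescence with Fluo-8 | Evaluation: Percent inhibition of PEA-evoked calcium signal, max/basal emission ratio | Control set: DMSO-only wells and EC80 β-PEA-stimulated wells | Repeats: Singlicate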
CHO parental Ca = counter-screen: ATP calcium response change in parental CHO cells; AID 463079; inhibition, % at 5.6 µM; parental CHO-K1, ATP-induced calcium, Fluo-8 fluorescence; 330,000 tested, 0.63% active;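 active = inhibition above that plate's mean sample inhibition plus 3 SD, cut at about 26% in these data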;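 also: 0% = ATP-challenged DMSO wells and 100% = DMSO wells without ATP; some compounds past the cut are filed as inactive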
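Test system: untransfected parental CHO cell line; also added: ATP stimulus; dosing: 5.6 µM, single dose; signal: calcium-sensitive Fluo-8 fluorescence; measure: percent inhibition of ATP-evoked calcium rise, normalized to controls; benchmarks: low control ATP plus DMSO, high control DMSO only; replication: one well per compound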
CHO-K1 Ca antag = nonselective inhibitor or artifact in parental CHO-K1 cells; ATP-induced calcium, Fluo-8 fluorescence; inhibition, % at 3 µM; 360,000 tested, 0.6% active;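 active = inhibition above a per-plate cutoff, the plate's mean sample inhibition plus 3 SD, cut at about 24% in these data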;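 also: 0% = DMSO plus EC80 ATP and 100% = DMSO alone without ATP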
V1R ag counter = counter-screen for oxytocin receptor agonists: human V1a receptor agonists; activation, % at 3 µM; 320,000 tested, 0.25% active; CHO-V1R cells, Fluo-8 calcium fluorescence, agonist mode; 0% DMSO, 100% 3 nM vasopressin; P37288; AID 2797;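 active = activation above the mean activation of all tested compounds plus 3 SD, per screening run, cut at about 20% in these data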;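 also: signal is peak over basal fluorescence ratio across a 100 second FLIPR read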
OXTR potentiate = potentiates the human oxytocin receptor response | CHO-OTR cells, Fluo-8 calcium fluorescence, potentiator mode; 0% = oxytocin EC15, 100% = EC100 | 320,000 tested, 0.061% active | activation, % at 3 µM | P30559 | AID 2445;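 active = activation above that plate's cutoff, the mean activation of tested compounds plus 3 SD, cut at about 6.6% in these data, passing the limit was not always enough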;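 also: 100% uses oxytocin at 75 nM as the full agonist control; some results filed as inactive read as strong as hits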
Target sequence (P30559 whole entry, looked up): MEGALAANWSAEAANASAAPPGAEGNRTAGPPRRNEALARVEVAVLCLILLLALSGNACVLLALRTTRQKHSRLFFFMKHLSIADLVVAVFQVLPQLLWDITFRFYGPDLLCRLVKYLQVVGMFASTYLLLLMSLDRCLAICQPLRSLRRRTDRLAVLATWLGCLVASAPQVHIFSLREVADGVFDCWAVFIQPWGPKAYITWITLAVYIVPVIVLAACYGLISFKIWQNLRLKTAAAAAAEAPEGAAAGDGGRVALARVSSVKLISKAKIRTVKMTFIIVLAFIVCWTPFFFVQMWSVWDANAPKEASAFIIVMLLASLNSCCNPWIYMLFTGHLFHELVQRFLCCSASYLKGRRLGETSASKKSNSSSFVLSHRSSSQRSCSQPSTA
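Material: CHO-OTR cells, human receptor; compound dosing: single dose, 3.0 µM nominal final compound concentration; schedule: 6 min compound pre-incubation at room temperature, 100 s kinetic read; measured by: kinetic Fluo-8 calcium fluorescence; read-out basis: % activation vs EC15 and EC100 oxytocin; controls: EC15 oxytocin alone as 0%, 75 nM oxytocin as 100%; replicates: singlicate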
TAAR1 agonist = human TAAR1 agonism | Q96RJ0 | CHO RD-HGA16 TAAR1, Fluo-8 calcium fluorescence; vehicle wells 0%, saturating PEA agonist 100% | activation, % at 3 µM | 360,000 tested, 0.99% active;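 active = activation above the mean activation of all test compounds in the run plus 3 SD, cut at about 38% in these data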
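test system = CHO RD-HGA16 cells carrying human TAAR1 plus Gα16 | schedule = 17-24 h seeding, 75 min 37 °C dye, 30 min RT | compound dosing = 3 µM single concentration | control set = DMSO and PEA EC100 | replicates = n 1 | signal = Fluo-8 fluorescence, 5 s baseline then 140 s kinetic read | measure = percent activation vs PEA EC100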
M1 PAM parental = nonselective activator or artifact in parental CHO-K1 calcium assay. activation, % at 3 µM. 360,000 tested, 0.02% active. ATP EC20, Fluo-8 calcium fluorescence; 0% at ATP EC20, 100% at ATP max. AID 602247;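 active = activation above the run cutoff, the mean activation of all test compounds plus 3 SD, cut at about 40% in these data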;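 also: peak over basal fluorescence ratio in a 140 s read after ATP addition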
M1 ag parental = M1 agonist counterscreen hit in parental CHO-K1 cells | Fluo-8 calcium fluorescence; scaled to maximal ATP response, vehicle zero | activation, % at 3 µM | 360,000 tested, 0.48% active | AID 602248; in the data active = activation above about 15%;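 also: untransfected CHO-K1 host cells lacking M1 receptor as counterscreen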
* marks the source's active call; other numbers are inactive results; x = no result given. The order is random; any-hit rate near 3.3%.

SMILES	M1 ag	TAAR1 antagonist	CHO parental Ca	CHO-K1 Ca antag	V1R ag counter	OXTR potentiate	TAAR1 agonist	M1 PAM parental	M1 ag parental
Cc1ccc(OCC(=O)OCC(=O)c2c(N)n(C)c(=O)n(C)c2=O)cc1C	-2	0	-14	7	3.8	-21	13	7	1.2
Cc1ccc(S(=O)(=O)NCCC(=O)NCC(c2cccs2)N(C)C)cc1C (centres undefined)	-9	-7	-18	-5	0.0	-4	11	5	1.4
CC(NC1=CC(=O)c2cccnc2C1=O)C(O)c1ccccc1 (centres undefined)	-3	14	x	-18	x	x	9	6	1.6
O=C(Nc1nnc(S(=O)(=O)N2CCOCC2)s1)c1cccc(F)c1	2	-23	-2	-4	3.1	-6	3	12	2.0
CCSc1nc2cc(OC)c(OC)cc2c(=O)n1CCc1ccccc1	-2	22	-19	-31	0.1	-2	-2	13	-0.6
Cc1nn(C)cc1-c1csc(N)n1	-4	-27	-2	-7	-0.9	-10	1	5	4.3
O=[N+]([O-])c1ccc(N/N=C\c2cccn2-c2ccccc2)nc1	2	30	7	3	2.4	-23	23	11	4.0
CN1C(=O)[C@@H]2[C@@H]3C[C@@H]([C@H]4ON=C(c5ccccc5OCC#N)[C@@H]34)[C@@H]2C1=O	-1	-12	-20	-10	0.9	-6	4	11	1.1
COc1ccc(NC(=O)CSc2nnc(CNC(=O)c3ccco3)n2-c2ccccc2OC)cc1	-2	-17	-12	-6	-0.9	1	11	17	0.2
Cc1nn(Cc2c(F)c(F)c(F)c(F)c2F)c(C)c1NC(=O)c1ccc(COc2ccc(Cl)cc2Cl)o1	-13	-9	-7	-5	1.7	-14	1	16	1.8
CCCC[n+]1ccn(-c2nc3c([N+](=O)[O-])cccc3n2C)c1	2	-18	x	-4	x	x	4	12	0.6
CCC(=O)Nc1cccc(SC)c1	1	-9	5	22	0.8	-8	4	-14	-0.5
O=[N+]([O-])c1ccccc1/C=C/CN1CCCCC1	-8	-1	-5	-8	0.7	-4	6	17	0.5
Cc1ccc(C(=O)NN2C(=O)C3C4c5ccccc5C(c5ccccc54)[C@@H]3C2=O)cc1 (some centres undefined)	-3	-5	-15	-3	-0.8	-6	0	10	0.0
Cc1cc(C)cc(OCC(=O)NCCc2nc3ccccc3[nH]2)c1	-6	-13	-29	-15	-0.5	-18	1	14	1.4
CC1CCCN(c2ccc(N)cc2C(N)=O)C1 (centres undefined)	-8	-3	-5	-5	0.6	-1	4	26	0.9
COc1ccc(S(=O)(=O)N2CCC(C(=O)NCC(c3cccs3)N(C)C)CC2)cc1 (centres undefined)	-6	-10	-12	-16	-0.1	0	9	16	0.6
O=C(NCc1ccncc1)Nc1ccccc1Cl	-3	-17	-1	3	0.5	-11	9	-10	-0.2
CC(=O)N/C(=C\c1ccc(F)cc1)C(=O)NC(Cc1ccccc1)C(=O)O (centres undefined)	-2	-24	-4	-3	0.6	2	1	-12	0.2
CC(=O)Nc1ccc(S(=O)(=O)Nc2ccc(S(=O)(=O)Nc3nc(C)cc(C)n3)cc2)cc1	-5	7	9	-8	-0.1	-5	-3	8	-0.6
CCOC(=O)c1c(C)c(C(=O)NCCOC)c(C)n1CC	-3	-3	-10	-11	-0.1	-4	5	-1	0.5
CCCC(=O)Nc1sc2c(c1C(=O)OCC)CC(C)(C)OC2	-2	-26	-17	-14	-0.3	4	4	16	0.2
COc1cc(CC(=O)OCc2ccccc2F)cc(OC)c1OC	4	-4	-22	-11	2.0	-8	9	2	1.7
C/C(=N/NC(=O)c1cc(-c2ccccc2)nc2c(Cl)cccc12)c1cccnc1	2	2	x	-3	x	x	0	-1	-0.1
COc1cccc(N2CC(C(=O)NNC(=O)c3ccc(Cl)cc3)CC2=O)c1 (centres undefined)	-2	-11	-2	2	-0.5	-9	-1	15	0.1
CCOC(=O)NC1=NCC(C)(C)S1	-2	-2	x	-17	x	x	1	18	0.3
CCOC(=O)C1CCCN(c2nc3c(C)cccn3c(=O)c2/C=C(\C#N)C(=O)NCc2ccco2)C1 (centres undefined)	62*	46	-38	-18	-2.1	-10	52*	10	1.6
CC(C)CCNC(=O)C(c1ccco1)N(Cc1ccc(F)cc1)C(=O)c1snc(C(N)=O)c1N (centres undefined)	-7	8	-20	-8	-0.6	6	7	-3	0.3
CCOC(=O)C1=C(C)NC(C)=C(C(=O)OCC)C1C(=O)OCC(=O)N1CCCCC1C (centres undefined)	-2	-15	-37	-7	-0.8	1	-1	24	0.0
COc1ccc(C2=CC(=O)C[C@H](c3ccc(OC)c(OC)c3)C2)cc1	-4	26	-23	-10	4.2	-6	7	24	2.0
Cc1ccc(C(=O)Cn2c(C)cc(C)c(C#N)c2=O)cc1	-6	-10	-28	-8	0.6	-10	-1	19	-0.1
CCCCC(=Nc1ccc(N)cc1)C1=C(O)C(C(=O)OC)C(C)(C)CC1=O (centres undefined)	-1	2	-1	20	0.5	-8	13	-9	0.0
CCN(CC)c1ccc(/C=C(\C#N)C(=O)c2ccc(Br)cc2)cc1	178*	91*	54*	74*	70*	-11	215*	-6	110*
Cc1ccccc1-c1csc(C(O)c2ccccc2)n1 (centres undefined)	-7	-13	x	-12	x	x	4	24	-0.3
CCN(C(=O)CN1C(=O)/C(=C/c2ccccc2)SC1=S)C1CCS(=O)(=O)C1 (centres undefined)	-2	-14	-20	-17	1.9	-2	1	14	0.9
Cc1oc(C(C)(C)C)cc1C(=O)N1CCN(C(c2ccccc2)c2ccccc2)CC1	-5	-36	0	0	-0.1	-1	-2	20	0.9
O=C(c1nc2ncccn2n1)N1CCN(c2ccc(F)cc2)CC1	-2	-19	-42	-5	0.8	-4	4	8	-0.1
C#CCOCCOCCOCCNc1nc(N2CCN(C(=O)CCCCCCCCCCNC(=O)[C@H](CCCCN)n3cc(CCO)nn3)CC2)nc(N2CCN(C(=O)CCCCCCCCCCNC(=O)[C@H](CCCCN)n3cc(CCO)nn3)CC2)n1	-5	x	-24	-12	2.7	-6	x	9	2.5
Cc1oc(-c2ccc(Cl)cc2)nc1CN1CCC(C(=O)NCCCN2CCOCC2)CC1	-6	0	-8	3	0.9	8	3	8	-0.1
O=C(c1ccco1)N1CCN(c2ccc([N+](=O)[O-])cc2F)CC1	-2	5	0	4	4.4	-7	0	-23	4.2
COc1cccc(C(=O)CSc2nc3cccnc3n2C)c1	-2	20	-11	2	6.1	-16	9	9	2.8
CCOC(=O)c1ccc(NC(=S)Nc2cc(C)cc(C)n2)cc1	-3	-7	-2	-6	-0.9	-12	2	16	0.7
Nc1nc(-c2ccc(Cl)cc2)c(N=Nc2ccc(S(=O)(=O)N3CCOCC3)cc2)s1	-6	14	25	5	1.1	-1	0	6	1.3
CC(C)(C)c1ccc(C(=O)N2CCC2(C)C(=O)NCc2cccc3ccccc23)cc1 (centres undefined)	-5	-36	x	0	x	x	-1	-7	-0.1
Cn1nc(N)c2ncc(-c3ccc(Cl)cc3)nc21	2	-19	x	3	x	x	-1	4	-0.6
COc1ccc(C2=CC(=O)CC(c3ccc(F)cc3)C2)cn1 (centres undefined)	-5	4	-20	-19	-0.9	-7	0	24	0.7
COc1ccc(/C=C/C(=O)Nc2cc(S(=O)(=O)N3CCOCC3)ccc2C)cc1OC	-4	-31	-13	2	0.8	-1	7	6	1.3
Cc1ccc(NC2(C(F)(F)F)N=C(c3ccccc3)NC2=O)nc1 (centres undefined)	-5	3	-15	-11	0.0	-3	0	24	0.7
COc1ccc(S(=O)(=O)N2CCCCCC2)cc1C(=O)N1CCN(C(C)=O)CC1	-3	-15	x	3	x	x	1	-8	-0.3
CCc1cc2c(Sc3nc4ccccc4s3)ncnc2s1	-2	7	-9	-2	-0.5	-7	3	-3	0.1
CC(NC(=O)CCC(=O)N1CCCCCC1)c1ccccc1 (centres undefined)	-4	-12	-14	7	-0.7	-20	0	-6	0.0
CCOC(=O)C(CC)Sc1cc(C)nc2ccc(OC)cc12 (centres undefined)	-1	-15	-40	-7	-0.8	0	4	16	0.3
COc1ccc(Br)cc1[C@H]1[C@@H]2C=CCC[C@@]2(C)C(=O)N1Cc1ccccc1	-2	9	-20	-7	-0.6	-11	21	-13	-0.3
Cc1ccc(S(=O)(=O)N(C)c2ccc(C(=O)N3CCN(Cc4ccc5c(c4)OCO5)CC3)cc2)cc1	-2	20	-12	-6	4.8	-10	4	12	3.5
Cc1cccc(N2C(=O)CC(N3CCN(Cc4ccc(Cl)cc4)CC3)C2=O)c1 (centres undefined)	-6	-1	-15	-4	-0.8	-5	7	3	0.7

Molecules above containing fluorine, in the order listed:
SMILES	M1 ag	TAAR1 antagonist	CHO parental Ca	CHO-K1 Ca antag	V1R ag counter	OXTR potentiate	TAAR1 agonist	M1 PAM parental	M1 ag parental
O=C(Nc1nnc(S(=O)(=O)N2CCOCC2)s1)c1cccc(F)c1	2	-23	-2	-4	3.1	-6	3	12	2.0
Cc1nn(Cc2c(F)c(F)c(F)c(F)c2F)c(C)c1NC(=O)c1ccc(COc2ccc(Cl)cc2Cl)o1	-13	-9	-7	-5	1.7	-14	1	16	1.8
CC(=O)N/C(=C\c1ccc(F)cc1)C(=O)NC(Cc1ccccc1)C(=O)O (centres undefined)	-2	-24	-4	-3	0.6	2	1	-12	0.2
COc1cc(CC(=O)OCc2ccccc2F)cc(OC)c1OC	4	-4	-22	-11	2.0	-8	9	2	1.7
CC(C)CCNC(=O)C(c1ccco1)N(Cc1ccc(F)cc1)C(=O)c1snc(C(N)=O)c1N (centres undefined)	-7	8	-20	-8	-0.6	6	7	-3	0.3
O=C(c1nc2ncccn2n1)N1CCN(c2ccc(F)cc2)CC1	-2	-19	-42	-5	0.8	-4	4	8	-0.1
O=C(c1ccco1)N1CCN(c2ccc([N+](=O)[O-])cc2F)CC1	-2	5	0	4	4.4	-7	0	-23	4.2
COc1ccc(C2=CC(=O)CC(c3ccc(F)cc3)C2)cn1 (centres undefined)	-5	4	-20	-19	-0.9	-7	0	24	0.7
Cc1ccc(NC2(C(F)(F)F)N=C(c3ccccc3)NC2=O)nc1 (centres undefined)	-5	3	-15	-11	0.0	-3	0	24	0.7

Source: PubChem
